# Bioassay records as filed in PubChem.
# AmpC inh detg: AmpC beta-lactamase inhibition with detergent present. AmpC hydrolysis of nitrocefin, absorbance 480 nm, 0.01% Triton. hit rate 0.041% among 370,000. P00811. Potency, µM (doses to about 114 µM), for inactives: at the highest dose activity change, negative = inhibition, hits mostly inhibitors. AID 485294;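 further: potency means the concentration at half of the fitted maximal effect; 0% = no-compound wells and -100% = no-enzyme wells; nearly all actives have a fitted effect of over 25% in size; some results filed as inactive show a strong effect at the top dose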
# Target sequence (P00811 whole entry, looked up): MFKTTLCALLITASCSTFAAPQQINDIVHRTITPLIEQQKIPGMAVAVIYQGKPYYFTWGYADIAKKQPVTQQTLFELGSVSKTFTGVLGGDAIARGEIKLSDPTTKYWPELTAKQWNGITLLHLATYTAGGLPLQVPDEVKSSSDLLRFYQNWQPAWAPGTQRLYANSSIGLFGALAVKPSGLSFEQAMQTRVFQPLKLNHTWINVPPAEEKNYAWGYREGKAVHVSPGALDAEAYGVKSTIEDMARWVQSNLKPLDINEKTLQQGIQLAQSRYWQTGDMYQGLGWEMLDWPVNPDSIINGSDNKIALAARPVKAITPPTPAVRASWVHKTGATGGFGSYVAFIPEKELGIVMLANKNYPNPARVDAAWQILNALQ
#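 20 mM phosphate pH 7.0 + 0.01% (detergent screen) or 0.0001% Triton X-100; 5.3 nM AmpC reagent; cpd preinc 15 min RT; nitrocefin (800 uM stock) to start; A480 q20 s × 4 min; Activity was normalised to no-enzyme and no-compound control wells.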
# HCV inh: inhibitors of hepatitis C virus infection | Huh7.5.1 HCVcc-Cre infection, luciferase reporter, 44 h | Potency, µM (doses to about 41.8 µM), for the others: at the top dose activity change, negative = inhibition, usual class: inhibitors | hit rate 3.4% among 340,000 | AID 651820; further: potency means the concentration at half of the fitted maximal effect
#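 Luciferase read-out (15 sec integration) after a 15 min room-temperature substrate step quantifies HCVcc-Cre infection. Cells, 1,000 per well, had compound added 4 h post-plating, then virus at ~0.5 moi, and were cultured 44 h.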
# HCMV antiviral: blocks human cytomegalovirus replication | HFF cells, HCMV-luciferase reporter, 72 h; stronger effect = lower value | activity change, negative = inhibition, % at 57.5 µM | hit rate 4.5% among 410,000 | AID 1259415; in the data active means activity change below about -60%; inconclusive means no clear call, values can overlap the other calls; inactive means above about -39%
#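 Compounds were evaluated in HFFs infected with an HCMV luciferase reporter virus (MOI 1 PFU/cell). Luciferase in lysates collected 72 h post infection served as the replication measure.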
# Giardia FBPA inh: Giardia lamblia aldolase inhibition; A8B2U2; purified Giardia FBPA; Potency, µM (highest dose often 59.6 µM), inactives show at the highest dose activity, negative = inhibition, actives largely listed as inhibitors; hit rate 0.71% among 290,000; AID 2451; further: potency means the concentration at half of the fitted maximal effect; nearly all actives have a fitted effect of over 55% in size
# Target sequence (A8B2U2 whole entry, looked up): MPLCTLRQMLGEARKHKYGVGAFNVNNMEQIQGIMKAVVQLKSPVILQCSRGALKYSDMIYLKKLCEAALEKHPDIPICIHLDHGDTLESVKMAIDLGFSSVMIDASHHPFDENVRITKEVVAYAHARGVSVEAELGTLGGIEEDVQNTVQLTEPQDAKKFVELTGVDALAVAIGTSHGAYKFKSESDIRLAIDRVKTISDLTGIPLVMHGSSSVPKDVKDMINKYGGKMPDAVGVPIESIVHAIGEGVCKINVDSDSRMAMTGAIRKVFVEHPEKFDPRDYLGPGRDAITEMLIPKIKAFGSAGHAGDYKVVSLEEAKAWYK
#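 Giardia FBPA (40 nM reagent) was preincubated 10 min at RT with compound (up to 57.5 uM final), then substrate plus GAPDH/TPI/NAD/arsenate coupling system with diaphorase/resazurin was added; resorufin fluorescence (525/598 nm) was read after 20 min.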
# AMA1-RON2 inh: inhibitors of Plasmodium falciparum AMA1-RON2 interaction. AlphaScreen AMA1-biotinylated RON2 peptide binding. Potency, µM (titrated, usually from 58.2 µM), without a hit: top-dose activity change, negative = inhibition, most hits filed as inhibitors. hit rate 0.2% among 360,000. AID 720542;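 further: potency means the concentration at half of the fitted maximal effect; 0% = vehicle wells and -100% = peptide control; nearly all actives have a fitted effect of over 45% in size; some results filed as inactive show a strong effect at the top dose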
#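 AMA1 (3D7) with his tag at 25 nM final met compounds first, then biotinylated RON2 peptide at 25 nM; detection used donor plus acceptor beads, 10 µg/mL apiece, read by AlphaScreen after 30 min at room temperature.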
# Sm TGR inh: S. mansoni TGR enzyme inhibition | AID 485364 | purified TGR, DTNB reduction, TNB absorbance 405 nm | hit rate 3% among 360,000 | Q962Y6 | Potency, µM (highest dose often 114 µM), for inactives: top-dose activity change, negative = inhibition, most hits filed as inhibitors; further: potency means the concentration at half of the fitted maximal effect; nearly all actives have a fitted effect of over 60% in size
#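 First, TGR (20 nM dispensed) and NADPH were mixed with compound. Second, a 15 min room-temperature incubation followed. Third, further NADPH and then DTNB were added to start the reaction. Finally, TNB absorbance was monitored kinetically.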
# Starred values were filed as active, the others as inactive; ? = inconclusive; . = no result given; [ ] = dose if it differs, or a comment. Unless noted, the call rests on the fitted dose curve; in most records, active means well fitted curve in the direction sought with a large enough effect; inconclusive means small, poorly fitted or top-dose-only effect, or another doubt; inactive means no such curve, though single readings can be large; an effect the other way counts as inactive or inconclusive. Unless noted, on the % scale 0 is the no-effect control and ±100 the full control effect. Rows were taken by chance; about 9.3% have a hit in one of these screens.
# Order of values – AmpC inh detg	HCV inh	HCMV antiviral	Giardia FBPA inh	AMA1-RON2 inh	Sm TGR inh
O=C(NCc1ccccc1)C(c1cccs1)N(C(=O)c1csnn1)C1CC1 (configuration not stated)
→ -12.2%	12.6%	51.5	-2.4%	-0.4%	1.6%
COCCN(C(=O)CC(C)(C)C)c1nnc(-c2cccnc2)s1
→ -14.4%	10.3%	-13.3	1.9%	-15.1%	-8.3%
Cn1cc(Cl)nc1C(O)c1ccccc1 (configuration not stated)
→ 2.1%	5.9%	-31.2	1.9%	-18.1%	6.7%
O=C(c1cc(C2CC2)nn1-c1ccccc1)N1CCN(c2ccccc2O)CC1
→ .	3.3%	60.9	.	-2.0%	.
O=C(c1cc(-c2ccc(Cl)c(Cl)c2)on1)N1CCOCC1
→ -5.1%	?	23.8	-1.5%	26.0%	4.7%
N#CC1(C#N)OC12CCS(=O)(=O)c1ccccc12 (configuration not stated)
→ .	20.7%	-30.3	.	-3.6%	.
COC(=O)c1ccc(CSc2nnc(CNC(=O)c3ccccc3F)o2)o1
→ -5.9%	-15.9%	0.7	18.9%	-18.9%	1.8%
CCN(CC)S(=O)(=O)c1ccc(OC)c(NS(=O)(=O)c2ccc(F)cc2)c1
→ 5.7%	-7.3%	-16.7	11.6%	4.6%	4.3%
O=c1[nH]c(SCc2ccc([N+](=O)[O-])cc2)nc2c1CCCC2
→ 24.8%	.	19.0	.	.	5.6%
Cc1ccc(-c2nc(CS(=O)CC(=O)NCCN3CCOCC3)c(C)o2)cc1 (configuration not stated)
→ ?	-0.6%	39.1	7.0%	6.4%	-20.4%
C/C(=N\NC(=O)c1cc(Cl)ccc1O)c1ccc(Br)s1
→ ?	0.0%	170.4	-5.8%	16.6%	-15.7%
CS(=O)(=O)N1CCN(C(=S)NCc2ccc(Cl)cc2)CC1
→ ?	0.1%	-39.8	-0.1%	-7.3%	-0.7%
Fc1cccc(CCN2C(=S)NC[C@@H]2Cc2ccccc2)c1
→ 1.6%	-25.8%	-28.8	-2.7%	1.7%	-4.2%
CCc1ccc2c(c1)C(c1ccncc1)=NNC(c1ccccc1)=N2
→ -0.8%	2.2%	-4.7	8.0%	-7.7%	.
CC(=O)NCCc1nc2cc(NC(=O)COc3cccc(C)c3)ccc2n1C
→ -14.9%	6.3%	24.9	4.8%	-18.0%	0.4%
CC(C)OC(=O)N(C)c1ccc(C(O)(C(F)(F)F)C(F)(F)F)cc1
→ -8.0%	-1.6%	54.4	-0.2%	-0.5%	-3.0%
Cc1ccc(S(=O)(=O)c2cc(OC(=O)c3ccco3)ccc2OC(=O)c2ccco2)cc1
→ -20.6%	-6.2%	-29.8	-8.1%	-12.2%	-11.5%
COc1ccc(-c2csc(NC(=O)c3ccc(S(=O)(=O)N4CCc5ccccc5C4)cc3)n2)cc1
→ ?	?	?	2.4%	0.0%	-21.6%
COc1cccc(C(N)=O)c1OC(=O)Cc1ccccc1F
→ -10.6%	7.7%	7.3	-15.8%	-2.5%	-21.6%
CC1=NNC(=O)C1CC(=O)N/N=C/C(C)=C/c1ccccc1 (configuration not stated)
→ -13.0%	23.9%	-21.3	3.3%	5.1%	2.6%
COc1ccc2nc(SCc3cccc(C)c3)nc(C)c2c1
→ ?	?	102.7	-1.0%	112.0%[activator]	-6.1%
CCc1ccc(-c2[nH]c3c(c2-c2c(-n4cccc4)n(C)c(=O)n(C)c2=O)c(=O)n(C)c(=O)n3C)cc1
→ -6.3%	.	-1.4	.	.	-9.1%
COc1ccc(C(=Cc2ccccc2[N+](=O)[O-])C(=O)O)cc1
→ .	2.8%	10.1	.	7.0%	.
Cc1cc(C)n2c(SCC(=O)Nc3cccc(S(N)(=O)=O)c3)nnc2n1
→ .	4.7%	8.4	.	0.8%	.
CC(C)CSc1nc(N2CCOCC2)c2c(c1C#N)CC(C)(C)SC2
→ ?	-6.3%	0.5	-1.8%	-19.8%	-1.1%
Cc1ccccc1OCC(=O)N/N=C/c1ccc(N2CCOCC2)o1
→ -5.6%	?	50.7	.	124.1%[activator]	7.94µM*
CC(C)C[C@H]1CN=C(Nc2ccccc2)N1CC1CCCC1
→ ?	-16.5%	16.6	0.3%	5.5%	5.3%
COc1ccc(N2CC(NC(=O)C3CCCC3)CC2=O)cc1OC (configuration not stated)
→ -2.5%	.	-12.1	.	.	-8.9%
COc1ccc(C(=O)NCC(=O)N2CCCCC2)cc1OC
→ ?	15.1%	-29.9	3.5%	2.1%	4.4%
Cc1nc([N+](=O)[O-])c(C(=O)OCc2cccc(Br)c2)n1C
→ 2.2%	-27.6%	6.4	1.6%	-7.5%	3.1%
CC#CCOC(=O)c1c(C)nc2sc3c(c2c1N)CCC(O)C3 (configuration not stated)
→ 0.4%	7.08µM*	?	2.1%	-3.2%	-11.9%
COc1ccc(OC)c(-n2c(-c3ccc(O)cc3O)n[nH]c2=S)c1
→ -5.8%	-4.2%	6.7	-16.5%	64.0%[activator]	-3.0%
COC(=O)CCCC(=O)N(C)CC1CCCN(CCc2ccccc2C)C1 (configuration not stated)
→ .	1.4%	14.4	.	-6.5%	.
CCOC(=O)C(C)Sc1nnc(Cc2cc(=O)[nH]c(=O)[nH]2)n1-c1ccc(OCC)cc1 (configuration not stated)
→ -7.7%	13.5%	-5.1	-8.5%	5.2%	-20.9%
CC(C)C(c1nnnn1Cc1ccc2c(c1)OCO2)N1CCN(C)CC1 (configuration not stated)
→ -9.9%	8.5%	12.8	-8.3%	0.2%	-5.4%
N#CC1=C(N)Oc2n[nH]c(-c3cccs3)c2C1c1ccoc1 (configuration not stated)
→ -9.8%	-3.3%	-14.9	?	-2.8%	?
CCC(=O)N1CCc2cc(Br)cc(S(=O)(=O)NCc3ccccc3)c21
→ -9.1%	.	2.8	.	.	-10.2%
O=C(O)Cc1sc(-c2ccc(C(=O)O)cc2)nc1-c1ccccc1
→ -1.6%	7.1%	-26.2	7.3%	2.3%	0.7%
O=[N+]([O-])c1ccc(Cl)cc1CNc1ccc(F)c(F)c1
→ ?	-8.2%	23.7	-6.8%	-5.8%	-15.7%
C=C(C)CSc1nc(N)c2c3c(sc2n1)CCC3
→ ?	-25.8%	31.9	-0.2%	-8.1%	-2.3%
COCCN1C(=O)C(=O)/C(=C(/O)c2ccc(OC(C)C)cc2)C1c1cccnc1 (configuration not stated)
→ -12.1%	6.7%	11.7	?	-9.6%	3.5%
COc1ccc(OC)c(/C=N\NC(=O)c2c(C)nc3cc(C)ccn23)c1
→ -10.7%	21.2%	6.0	-8.6%	-11.3%	-5.5%
Cc1cccc(N2CCN(C(=O)CCc3nc4ccccc4c(=O)[nH]3)CC2)c1C
→ .	-1.9%	47.9	.	-0.6%	.
O=C(OCc1cccc(C(F)(F)F)c1)c1cc([N+](=O)[O-])ccc1N1CCOCC1
→ ?	?	-30.6	.	?	0.0%
CCOc1ccc(C2c3cc(OC)c(OC)cc3CC(=O)N2c2ccccc2)cc1 (configuration not stated)
→ 1.2%	-9.6%	31.7	.	-5.7%	1.0%

# By substructure, the compounds so far with a cyano group.
# Order of values – AmpC inh detg	HCV inh	HCMV antiviral	Giardia FBPA inh	AMA1-RON2 inh	Sm TGR inh
N#CC1(C#N)OC12CCS(=O)(=O)c1ccccc12 (configuration not stated)
→ .	20.7%	-30.3	.	-3.6%	.
CC(C)CSc1nc(N2CCOCC2)c2c(c1C#N)CC(C)(C)SC2
→ ?	-6.3%	0.5	-1.8%	-19.8%	-1.1%
N#CC1=C(N)Oc2n[nH]c(-c3cccs3)c2C1c1ccoc1 (configuration not stated)
→ -9.8%	-3.3%	-14.9	?	-2.8%	?

# Continuation.
# Order of values – AmpC inh detg	HCV inh	HCMV antiviral	Giardia FBPA inh	AMA1-RON2 inh	Sm TGR inh
NCCC(=O)N1c2ccccc2Sc2ccccc21
→ -16.0%	4.5%	7.2	-14.2%	-8.6%	1.4%
Cc1cccc(Cn2nc(C(C)(C)C)cc2C(=O)N2CCOCC2)c1
→ 3.7%	-4.1%	2.2	7.2%	-1.8%	8.2%
C/C(=C\C(=O)c1cccnc1)Nc1ccc(O)cc1
→ -2.7%	-12.9%	6.6	?	-27.7%	-21.2%
CS(=O)(=O)c1ccc2nc(NC(=O)CCC(=O)c3cccs3)sc2c1
→ 1.5%	-0.3%	32.6	-6.5%	-16.1%	20.6%
CN1CCN(C(=O)c2cc3c(s2)-c2ccccc2S(=O)(=O)C3)CC1
→ ?	9.9%	9.0	0.3%	-3.3%	-27.7%
Fc1ccccc1N1CCN(CC2CCCCC2)CC1
→ ?	8.3%	-15.2	?	-29.4%	-2.7%
CCc1noc(C)c1C(=O)OCC(=O)NC(=O)c1ccccc1OC
→ -5.6%	2.5%	-9.5	.	-2.7%	-5.1%
CCc1cc(C(=O)N2CCN(c3ccccn3)CC2)sc1C
→ -2.3%	0.7%	2.0	.	-9.6%	-11.8%
COCCN(C(=O)CCC(=O)Nc1cc(C)on1)C(C(=O)NC(C)(C)C)c1ccccc1Cl (configuration not stated)
→ 0.4%	21.4%	-62.5*	5.6%	16.5%	4.8%
CSc1cccc(CN2CCN(Cc3ccc(F)c(F)c3)C(CCO)C2)c1 (configuration not stated)
→ 1.2%	3.0%	-38.7	-2.2%	-20.8%	-16.6%
Cc1nnc(SCCN2CCOCC2)c2nn(-c3ccccc3F)c(C)c12
→ 2.0%	-15.0%	-29.6	-3.0%	-17.5%	-7.2%
Nn1c(SCC(=O)Nc2ccc3c(c2)OCO3)nnc1C1CCCCC1
→ 0.4%	28.8%	-13.8	-2.2%	1.6%	4.2%
Brc1ccc(-c2ccc(/C=N/Nc3nncc(-c4ccccc4)n3)o2)cc1
→ ?	-6.8%	?	1.4%	-11.2%	-12.4%
CC(=O)Nc1cccc(-c2csc(NCc3ccco3)n2)c1
→ -0.8%	-12.9%	42.9	-19.1%	-0.5%	24.1%
CNC(=O)/C(C#N)=C/c1ccc(-c2nc3ccccc3s2)o1
→ -2.9%	-16.1%	-29.5	-3.4%	-10.5%	19.2%
COc1ccc(CP(=O)(c2ccccc2)c2ccccc2)cc1
→ -8.4%	10.1%	-25.3	5.9%	-14.3%	-31.6%
COc1cccc(CNCCSc2nnnn2C)c1OCc1ccc(Cl)cc1Cl
→ -1.3%	.	-60.6*	.	.	2.3%
NS(=O)(=O)c1ccc(CNC(=S)NCc2ccc(F)cc2)cc1
→ 2.1%	11.8%	-37.0	5.8%	17.3%	2.0%
Cc1ccc(NC(=O)Cn2cccc2)cc1Cl
→ -6.7%	-2.2%	-33.1	1.2%	-5.8%	31.6µM*
CCN1C(=O)c2cccc3c(S(=O)(=O)Nc4ccncc4)ccc1c23
→ ?	5.0%	.	-2.8%	12.0%	0.0%
O=C(CCCNS(=O)(=O)c1ccccc1)NCc1ccco1
→ 1.9%	-3.6%	28.6	1.6%	-2.0%	-5.0%
O=C(NCCCN1CCOCC1)c1ccc2c(c1)N(Cc1c(F)cccc1Cl)C(=O)CS2
→ 0.0%	-3.8%	-18.3	-6.2%	2.7%	-3.3%
